DT40 TDP1 no CPT: qHTS for Inhibitors of human tyrosyl-DNA phosphodiesterase 1 (TDP1): qHTS in cells in absence of CPT | actives 15% (n = 420,000) | AID 686978, 2013 | Potency, µM (titrated, usually from 46.2 µM), for inactives: at the highest dose activity change, negative = growth inhibition, actives largely listed as inhibitors | DT40 Tdp1-/- hTDP1 cells, no CPT, ATP luminescence, 48 h; also: nearly all actives have a fitted effect of over 55% in size
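Seeded 400 DT40-hTDP1 cells/well (vehicle DMSO, no 20 nM CPT); pinned compounds; ≥48 hr at 37 °C; CellTiter-Glo luminescence as viability measure.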
N370S GC: inhibits or activates N370S mutant glucocerebrosidase. N370S GC spleen homogenate, 4MU-glucoside fluorescence. actives 0.092% (n = 330,000). AID 2101. P04062. Potency, µM (series often up to 59.4 µM), for the others: at the top dose activity change, negative = inhibition, usual class: inhibitors;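 also: 0% = full enzyme activity and -100% = no enzyme basal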
TDP1 block: inhibitors of human tyrosyl-DNA phosphodiesterase TDP1 | Q9NUW8 | actives 0.28% (n = 350,000) | AID 485290 | recombinant TDP1, AlphaScreen DNA substrate cleavage | Potency, µM (top dose mostly 130 µM), inactives show at the top dose activity change, negative = inhibition, hits mostly inhibitors; also: nearly all actives have a fitted effect of over 40% in size
Target sequence (Q9NUW8 whole entry, looked up): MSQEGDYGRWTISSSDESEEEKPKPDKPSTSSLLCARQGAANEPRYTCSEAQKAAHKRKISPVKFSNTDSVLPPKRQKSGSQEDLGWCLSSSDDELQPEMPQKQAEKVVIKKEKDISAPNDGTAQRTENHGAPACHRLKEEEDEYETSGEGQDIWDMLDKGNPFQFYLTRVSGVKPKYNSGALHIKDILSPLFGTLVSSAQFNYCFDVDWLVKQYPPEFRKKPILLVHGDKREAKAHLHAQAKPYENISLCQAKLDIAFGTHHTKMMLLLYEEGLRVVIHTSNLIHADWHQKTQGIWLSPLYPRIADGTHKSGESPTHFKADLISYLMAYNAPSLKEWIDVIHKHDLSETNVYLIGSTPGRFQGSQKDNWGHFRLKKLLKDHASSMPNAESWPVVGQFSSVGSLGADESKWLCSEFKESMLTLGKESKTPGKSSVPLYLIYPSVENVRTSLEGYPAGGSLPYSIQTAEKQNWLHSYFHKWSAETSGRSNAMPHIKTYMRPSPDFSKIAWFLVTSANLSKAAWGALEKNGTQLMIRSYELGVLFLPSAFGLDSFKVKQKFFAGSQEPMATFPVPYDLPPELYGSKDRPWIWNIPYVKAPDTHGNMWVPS
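Enzyme-compound mixtures sat 15 min at room temperature, followed by a 5 min reaction with 15 nM final substrate and 10 min with AlphaScreen beads. Recombinant human Tdp1 was used at 1 nM final.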
* marks the source's active call; other numbers are inactive results; ? = inconclusive; · = not tested or not shown; & = joins results of further samples; ! = a repeat was not active; [ ] = dose if it differs, or a comment. Calls follow the shape of the dose curve; as a rule, active = well fitted curve in the direction sought with a large enough effect; inconclusive = small, poorly fitted or top-dose-only effect, or another doubt; inactive = no such curve, though single readings can be large; an effect the other way counts as inactive or inconclusive. Unless noted, % is scaled to controls: 0 for no effect and ±100 for the full control effect; potency is read from the fitted curve at half-maximal effect. The list is partial; rates above refer to the full screens.

SMILES	DT40 TDP1 no CPT	N370S GC	TDP1 block
O=C(Cn1cnc2c(cnn2-c2ccc(F)cc2)c1=O)NCCc1ccccc1	?	2%	5%
Cc1cccc(CS(=O)(=O)c2ncc(Cl)c(C(=O)Nc3nnc(C(C)C)s3)n2)c1	13µM*	2%	5%&2%
Cc1cc(/C=C2\C(=N)N3N=C(c4ccco4)SC3=NC2=O)c(C)n1Cc1ccccc1	-21%	-10%	8%
C=CCn1c(O)c(N=NC(=O)c2cccnc2)c2cc(Br)ccc21	-25%	10%	9%
CCC(C)n1c(-c2cccs2)nc2nc3ccccc3nc21 (stereo not drawn)	12µM*	?	-5%
CC(=O)c1ccc(-n2ccnc2)cc1	-7%	0%	4%
CSc1ncccc1C(=O)Nc1nc2ccc(S(C)(=O)=O)cc2s1	-17%	-3%	1%
Clc1ccc(-c2nnsc2SCc2ccccc2)cc1	-9%	14%	-4%
CC(=O)Oc1cc(OC(C)=O)c2c(=O)c(-c3ccc4c(c3)OCCCO4)c(C)oc2c1	?	1%	0%
Cc1ccc2c(c1)c1c3n2CCN(C(=O)CCl)C3CCC1 (stereo not drawn)	3.3µM*	-1%	·
COc1ccc(NC(=O)CC23CC4CC(CC(Br)(C4)C2)C3)c(OC)c1	-2%	25%	·
CCOC(=O)c1[nH]c(C)c(C(=O)NCc2ccc(Cl)cc2)c1C	-17%	9%	4%
C/C(=N\NC(=O)c1nnn(-c2nonc2N)c1CN(C)c1ccccc1)c1ccccc1O	6.5µM*	-12%	1%
COc1ccc(NC(=O)NC(c2ccccc2)c2ccccc2)c(OC)c1	16%	3%	4%[56.1 µM]
Cc1ccc2c(=O)c(C(=O)c3cccc(Cl)c3)cn(CC(=O)Nc3ccccc3C(F)(F)F)c2n1	-4%	·	0%
Cc1cn(C)c(CC(=O)N2CCN(c3cccc(C(F)(F)F)c3)CC2)c1C(=O)O	?	·	0%
COc1ccccc1-c1nnc(SCC(=O)Nc2ccc(N3CCOCC3)cc2)n1C	-7%	-3%	·
Nc1nonc1-n1nnc(C(=O)N/N=C/c2ccc(OCc3ccccc3F)cc2)c1CN1CCCCC1	?	-9%	0%
Cc1nc2ccccn2c1/C(O)=C1\C(=O)C(=O)N(CCN(C)C)C1c1cccnc1 (stereo not drawn)	-11%	-4%	-2%
O=C(Nc1nnc(C2CC2)s1)C1CCCCN1S(=O)(=O)c1ccccc1 (stereo not drawn)	-22%	21%	3%
Cc1ccc(-c2cc(C(F)(F)F)n3nc(C(=O)Nc4ccc(Cl)cc4Cl)cc3n2)cc1	-1%	·	3%
CCOc1ccc2nc(N(CCN(C)C)C(=O)/C=C/c3cccs3)sc2c1	23µM*	-21%	6%
Cc1ncc(S(=O)(=O)c2ccccc2)c(-c2ccccc2)n1	-15%	2%[12.8 µM]	5%
Cc1oc(-c2ccc(Cl)cc2)nc1CN1CCCC(C(=O)NCCc2ccccc2)C1 (stereo not drawn)	5.8µM*	·	7%
CC[C@@]1(C(=O)OC)N[C@H](CN(C)S(=O)(=O)c2ccc(-c3ccccc3)cc2)[C@@H]2C(=O)N(Cc3ccccc3)C(=O)[C@@H]21	-27%	·	1%

In a second layout: 7 of the compounds above.
Sequence of screens – DT40 TDP1 no CPT, N370S GC, TDP1 block
> Cc1cc(/C=C2\C(=N)N3N=C(c4ccco4)SC3=NC2=O)c(C)n1Cc1ccccc1
 : -21%, -10%, 8%
> C=CCn1c(O)c(N=NC(=O)c2cccnc2)c2cc(Br)ccc21
 : -25%, 10%, 9%
> CCC(C)n1c(-c2cccs2)nc2nc3ccccc3nc21 (stereo not drawn)
 : 12µM*, ?, -5%
> CC(=O)c1ccc(-n2ccnc2)cc1
 : -7%, 0%, 4%
> CSc1ncccc1C(=O)Nc1nc2ccc(S(C)(=O)=O)cc2s1
 : -17%, -3%, 1%
> Clc1ccc(-c2nnsc2SCc2ccccc2)cc1
 : -9%, 14%, -4%
> CC(=O)Oc1cc(OC(C)=O)c2c(=O)c(-c3ccc4c(c3)OCCCO4)c(C)oc2c1
 : ?, 1%, 0%

(next part)
SMILES	DT40 TDP1 no CPT	N370S GC	TDP1 block
COc1ccccc1C1=NC(c2ccc(F)cc2)N=C1C (stereo not drawn)	?	-7%	4%
CCN(CC)S(=O)(=O)c1nnc(NC(=O)COc2cccc(C)c2)s1	-6%	·	4%
CC(=O)Nc1c(C)nn(-c2ccccc2)c1N1CCC(C(=O)Nc2ccc(C)cc2Cl)CC1	?	·	3%
COc1ccccc1C(=O)Oc1cc(N)n(S(=O)(=O)c2ccccc2)n1	2%	-21%	-5%
CCOc1ccc(CN(C(=O)c2oc3cc(C)ccc3c2C)C2CCS(=O)(=O)C2)cc1 (stereo not drawn)	?	0%	4%
C=CCn1c(NCc2c[nH]c3ccccc23)nc2ccccc21	?	-8%	6%
Cc1csc(NC(=O)c2cc3c(C)nn(Cc4ccccc4Cl)c3s2)n1	16µM*	-7%	2%
COc1ccc(-c2noc(CSc3nnc(-c4ccccc4)n3C)n2)cc1	15µM*!	0%	6%&2%
O=C(CCCC(=O)c1ccccc1)NCCc1ccccc1F	3%	4%	·
Cn1nnnc1SCC(=O)Nc1cc(C(=O)O)cc(C(=O)O)c1	2%	0%	-5%
CCOc1ccc2[nH]cc(C(=O)N3CCN(CC)CC3)c(=O)c2c1	-5%	-6%	-1%
Cc1ccc(C(=O)OCC(=O)N(CC(C)C)c2c(N)n(Cc3ccccc3)c(=O)[nH]c2=O)s1	-9%	22%	2%
COc1ccccc1NC(=O)c1ccc(NS(C)(=O)=O)cc1	-10%	7%	-2%
COc1ccc(Cl)cc1Nc1ncnc2sc(C)c(S(=O)(=O)N3CCC(C)CC3)c12	?	-8%	-2%
Cc1ccccc1NC(=O)Cn1c(C)nc2ccc(N)cc2c1=O	-2%	4%	2%
CC(=O)N1CCN(C(=O)CSc2nc3c(cnn3-c3ccccc3)c(=O)[nH]2)CC1	-2%	0%	-14%
Cc1cc(C)c(C#N)c(Nc2ccccc2)n1	-6%	9%	-2%
O=C(NC1(C(F)(F)F)NC(=O)N(Cc2cccnc2)C1=O)c1ccncc1 (stereo not drawn)	0%	0%	2%
CC(C)CCNC(=O)c1ccc(NC(=O)C2=CSCCO2)cc1	?	-8%	1%
COc1cc2oc(=O)cc(-c3cccc(-c4cccc(C)c4)c3)c2c(OC)c1OC	23µM*	26%	-3%[56.1 µM]
CN(C)C(CNc1ncnc2sc3c(c12)CCCC3)c1ccco1 (stereo not drawn)	23µM*	-8%	0%
CCCN(CC1CC1)C(=O)COC(=O)c1[nH]c(C)c(C(=O)OCC)c1C	?	-6%	3%
CCNC(=O)C1CC(=O)N(c2ccc(OCC)cc2)C1 (stereo not drawn)	-8%	-7%	0%
CC(C)c1ccc(N(C(=O)c2ccco2)C(C(=O)NC2CCCC2)c2ccncc2)cc1 (stereo not drawn)	?	-12%	1%
CC1=C(C(=O)Nc2ccc(Cl)cc2)C(c2ccco2)NC(=O)N1 (stereo not drawn)	-6%	12%	-5%

(further entries)
SMILES	DT40 TDP1 no CPT	N370S GC	TDP1 block
Cc1cccc(-c2nc(CN3CCCC(C(=O)NC4CCC(C)CC4)C3)c(C)o2)c1 (stereo not drawn)	18µM*	-12%	5%
O=C(Cn1c(CN2CCCCC2)nc2ccccc2c1=O)Nc1ccccc1	-26%	0%	5%
COc1ccc(-c2c(-c3ccc(OC)c(C)c3O)n[nH]c2C)cc1	?	16%	3%
CSc1nsc(SCc2ccc(Cl)cc2)n1	-7%	9%	-14%
O=C(CSc1nc(-c2ccco2)cc(C(F)(F)F)n1)Nc1ccc(C(=O)N2CCOCC2)cc1	?	3%	-2%
Cc1cn2c(=O)c(S(=O)(=O)NC(C)c3ccccc3)c(C)nc2s1 (stereo not drawn)	5%	·	5%
CC(=O)c1cc(NC(=O)c2ccccc2)c(=O)oc1C	33µM*	4%	-1%
COc1cccc(CN2C(=O)Nc3ccccc3C(=O)N2C(C)(C)C)c1	-5%	17%	2%
Cc1cc(OCc2ccc(C(=O)n3cccn3)o2)ccc1Cl	?	6%	6%
N#Cc1ccc(OCC(=O)n2cc(C(=O)c3cc(Cl)cc(Cl)c3O)cn2)cc1	?	-1%	·
COC(=O)C1(CC2CC(c3cccc(Br)c3)=NO2)CCN(C(=O)OC(C)(C)C)CC1 (stereo not drawn)	?	-15%	·
COc1ccc(C(=O)NC(=O)CSc2n[nH]c(N)n2)cc1	5%	·	-2%
CC(C)(CO)NC(=O)Nc1ccc(Cl)c(Cl)c1	-15%	-13%	0%
O=C(NC(=S)Nc1ccccc1O)c1cccnc1	?	-7%	·
O=C(COC(=O)c1ccccc1SCC(=O)NC1CCS(=O)(=O)C1)NC1CCS(=O)(=O)C1 (stereo not drawn)	28%	2%	0%
Cn1cc(Br)c(C(=O)N2CCN(c3cccc(Cl)c3)CC2)n1	-11%	-3%	-8%
COCCNC(=S)N(CCc1c(C)[nH]c2ccc(OC)cc12)Cc1ccco1	?	1%	·
COc1ccc(Cl)cc1NC(=O)C1CCCO1 (stereo not drawn)	-7%	-3%	1%
Nc1[nH]c(N=NC(=O)c2ccc(Cl)cc2)c2ccccc12	-21%	11%	8%
C/C(=N\Nc1ccc(C(=O)O)cc1)c1ccc2c(c1)Nc1ccccc1S2	?	-8%	-9%
CCS(=O)(=O)c1nc2ccccc2n1CC(=O)N1CCOCC1	-18%	4%	2%
CCn1c(=O)c2sccc2n2c(CCC(=O)Nc3ccc(OC)cc3OC)nnc12	4%	·	0%
C#CCOCCOCCOCCNc1nc(N2CCN(C(=O)CCCCCCCCCCNC(=O)[C@H]([C@@H](C)CC)n3cc(CCCCCN)nn3)CC2)nc(N2CCN(C(=O)CCCCCCCCCCNC(=O)[C@H](CCCCN)n3cc(CCCC(=O)O)nn3)CC2)n1	-26%	?	8%
COC(=O)c1cc(=O)n(CCc2ccccc2F)c(=Nc2ccc(F)c(Cl)c2)s1	8.2µM*	2%	8%
CC(=O)N1CCc2c(sc(NC(=O)C3CCCCC3)c2C(N)=O)C1	-28%	-10%	·

Later entries
SMILES	DT40 TDP1 no CPT	N370S GC	TDP1 block
Cc1ccc(-c2cccc(C(=O)NCc3ccccc3)n2)c2ccccc12	?	?	0%
COc1ccc(N2CCN(CCCNS(=O)(=O)c3c(C)noc3/C=C/N(C)C)CC2)cc1	·	3%	12%
CCOC(=O)NC(=O)CSc1ccc(S(=O)(=O)N2CCCCC2)cn1	-26%	·	0%
Cc1ccc(C2=NN(CC(=O)NCCc3ccc(Cl)cc3)C(=O)CC2)cc1	?	·	8%
CC(C)(C)NC(=O)Cn1cc(S(=O)(=O)Cc2ccc(F)cc2)c2ccccc21	-26%	·	0%
CCOc1ccccc1NC(=O)CSc1nc2ccccc2nc1N1CCOCC1	21µM*	25%	-5%
CCC(=O)Nc1ccc(NC(=O)CSc2nnc(-c3ccco3)n2C)cc1	7%	-6%	6%
O=C(NCCS(=O)(=O)NCc1ccccn1)c1ccccc1	19%	-8%	·
COc1ccc(OC)c(CNC(=O)CN(c2ccc(C)cc2)S(=O)(=O)N(C)C)c1	-20%	·	4%
Cc1ccc2c(C)nc(NC3=NCN(Cc4ccccc4)CN3)nc2c1	·	0%	6%
Cn1c(=O)c2c(nc(Oc3cccc(O)c3)n2C)n(C)c1=O	-14%	1%	·
CC1=NN(C(N)=S)C(=O)C1N=Nc1cccc(C)c1 (stereo not drawn)	5.8µM*	13%	·
Cn1nnnc1SCC(=O)N(C1CCCCC1)C1CCCCC1	18µM*	11%	1%

Structural class: those above with a tert-butyl group
SMILES	DT40 TDP1 no CPT	N370S GC	TDP1 block
COc1cccc(CN2C(=O)Nc3ccccc3C(=O)N2C(C)(C)C)c1	-5%	17%	2%
COC(=O)C1(CC2CC(c3cccc(Br)c3)=NO2)CCN(C(=O)OC(C)(C)C)CC1 (stereo not drawn)	?	-15%	·
CC(C)(C)NC(=O)Cn1cc(S(=O)(=O)Cc2ccc(F)cc2)c2ccccc21	-26%	·	0%

Screening data: PubChem, National Center for Advancing Translational Sciences (NCATS)
